Source: PubChem (National Center for Advancing Translational Sciences (NCATS))
KB-3-1 cytotox = qHTS assay for MDR1-selective chemotherapeutics: Primary screen using the parental adenocarcinoma cell KB-3-1. KB-3-1 viability, CellTiter-Glo ATP luminescence, 72 h. Potency, µM (top dose mostly 46.1 µM), inactives show top-dose activity change, negative = cytotoxic, usual class: cytotoxic. 400,000 compounds, 1.4% hits. AID 1347075, 2019; also: potency is read from the fitted curve at half-maximal effect; % is scaled to controls: 0 for no effect and ±100 for the full control effect; nearly all actives have a fitted effect of over 60% in size
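Here the drug-naive KB-3-1 line serves as comparator for MDR sub-line selectivity; cells received compound titrations, 72 h at 37 °C, then CellTiter-Glo readout.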
D3 antag = qHTS of D3 Dopamine Receptor Antagonist: qHTS. 360,000 compounds, 2.5% hits. max response, negative = inhibition, %. D3R cells, DiscoveRx beta-arrestin luminescence, antagonist mode; hits give low values; in the data active = max response below about -50%; inconclusive = no clear call, values can overlap the other calls; also: % is scaled to controls: 0 for no effect and ±100 for the full control effect; mostly tested at two doses, the higher about 12 µM
Target sequence (P35462 whole entry, looked up): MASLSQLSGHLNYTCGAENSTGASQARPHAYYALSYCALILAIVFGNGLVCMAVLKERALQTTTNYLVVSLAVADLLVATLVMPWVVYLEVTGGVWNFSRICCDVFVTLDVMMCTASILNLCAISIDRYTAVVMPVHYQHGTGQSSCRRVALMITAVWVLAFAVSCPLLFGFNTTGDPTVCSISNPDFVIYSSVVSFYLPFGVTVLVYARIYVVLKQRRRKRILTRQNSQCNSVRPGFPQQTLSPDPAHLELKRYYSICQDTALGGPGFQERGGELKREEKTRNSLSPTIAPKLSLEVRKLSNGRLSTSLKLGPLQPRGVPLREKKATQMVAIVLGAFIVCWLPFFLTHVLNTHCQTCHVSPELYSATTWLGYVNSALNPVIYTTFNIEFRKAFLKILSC
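Cells plated overnight at 1500 cells/well, then exposed to library compounds with dopamine controls for 90 minutes at 37 degrees C. DiscoveRx reagent added for 30–60 minutes at room temperature; luminescence read, quantitative HTS format.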
KB-V1 cytotox = qHTS assay for MDR1-selective chemotherapeutics: Primary screen using the drug-selected MDR subline cells KB-V1. 400,000 compounds, 3.4% hits. Potency, µM (top dose mostly 46.1 µM), for the others: at the highest dose activity change, negative = cytotoxicity, hits mostly cytotoxic. KB-V1 MDR cells viability, CellTiter-Glo, 72 h; also: potency is read from the fitted curve at half-maximal effect; % is scaled to controls: 0 for no effect and ±100 for the full control effect; nearly all actives have a fitted effect of over 60% in size
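Drug-selected KB-V1 cells, grown in DMEM lacking phenol red with 10% FBS, receive compound titrations; after three days at 37 degrees C, surviving cell ATP is quantified by CellTiter-Glo luminescence and responses normalized and curve-fitted.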
HT1080-NT tox = qHTS for induction of synthetic lethality in tumor cells producing 2HG: qHTS for the HT-1080-NT fibrosarcoma cell line | HT-1080-NT fibrosarcoma viability, CellTiter-Glo ATP luminescence, 48 h | Potency, µM (top dose mostly 46.1 µM), inactives show top-dose activity, negative = less viability, most hits filed as cytotoxic | 360,000 compounds, 1.6% hits;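 also: NT is the 2HG producing partner of a matched IDH1 knockdown line; potency is read from the fitted curve at half-maximal effect; 0% = DMSO-treated cells and -100% = media-only wells without cells; nearly all actives have a fitted effect of over 55% in size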
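Viability by CellTiter-Glo luminescence after 48 h compound exposure at 37C of HT-1080-NT cells (750/well, RPMI, 5% FBS). % activity scaled between DMSO wells and medium-only wells, then curve-fitted and categorized by curve class.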
GLP-1R agonist = qHTS of GLP-1 Receptor Agonists; Potency, µM (top dose mostly 45.6 µM), for inactives: at the top dose activation, usual class: activators; AID 624172, 2012; HEK293 GLP-1R CRE-luciferase, luminescence, 4-6 h; cells express a hypersensitive GLP-1R form; 380,000 compounds, 0.007% hits; also: potency is read from the fitted curve at half-maximal effect; % of control where 0% means no effect
Target sequence (P43220 whole entry, looked up): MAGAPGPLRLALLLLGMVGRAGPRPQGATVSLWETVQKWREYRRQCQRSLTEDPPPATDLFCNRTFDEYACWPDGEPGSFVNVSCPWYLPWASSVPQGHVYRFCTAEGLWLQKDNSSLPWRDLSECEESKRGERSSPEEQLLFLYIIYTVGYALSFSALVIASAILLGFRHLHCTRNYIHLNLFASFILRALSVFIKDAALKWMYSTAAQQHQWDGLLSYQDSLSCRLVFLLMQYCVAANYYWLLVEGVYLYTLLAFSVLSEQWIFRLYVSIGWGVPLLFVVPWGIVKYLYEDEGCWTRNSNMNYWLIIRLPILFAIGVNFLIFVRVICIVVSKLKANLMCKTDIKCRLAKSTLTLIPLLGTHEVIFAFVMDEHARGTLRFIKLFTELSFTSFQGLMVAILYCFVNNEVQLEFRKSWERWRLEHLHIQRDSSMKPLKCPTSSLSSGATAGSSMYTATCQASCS
SW480 rereplic = A quantitative high throughput screen for small molecules that induce DNA re-replication in SW480 colon adenocarcinoma cells; SW480 DNA re-replication, Hoechst DNA content imaging, 48 h; Potency, µM (titrated, usually from 46.1 µM), for the others: at the top dose re-replication activation, hits mostly activators; 340,000 compounds, 1.8% hits; also: potency is read from the fitted curve at half-maximal effect; % of control where 0% means no effect; nearly all actives have a fitted effect of over 55% in size
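Image-based read-out: total Hoechst fluorescence of nuclei (405 nm excitation, 500-530 nm emission), with hits raising the fraction of high-intensity nuclei. SW480 colon cells incubated 48 hr with compounds at 37 C.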
DRD3 agonist = qHTS of D3 Dopamine Receptor Agonist: qHTS; D(3) dopamine receptor (Homo sapiens), P35462; D3R DiscoveRx beta-arrestin cells, luminescence, 90 min; max activation, %; 410,000 compounds, 0.58% hits; AID 652048, 2013; in the data active = max activation above about 30%; also: 0% is about no effect; mostly tested at two doses, the higher about 12 µM
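Agonist mode: compounds and dopamine controls were applied to plated cells for 90 min at 37 degrees C after an overnight attachment at 1500 cells/well. Luminescent read-out followed 30 - 60 minutes at room temperature with DiscoveRx detection reagent.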
IL1B secr inh = qHTS for Inhibitors of Inflammasome Signaling: IL-1-beta AlphaLISA Primary Screen | THP-1 LPS/ATP IL-1B secretion, AlphaLISA, 16 h; hits give low values | activity change, % at 57.5 µM | 360,000 compounds, 4.7% hits | AID 743279, 2014; in the data active = activity change below about -50%; inconclusive = mostly about -30% to -49%; also: % is scaled to controls: 0 for no effect and ±100 for the full control effect
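THP-1 cells pretreated 1 hr with compounds (up to 57.5 uM final), then stimulated with LPS (250 ng/mL final) plus ATP (1.25 mM final); secreted IL-1B measured by AlphaLISA after 16 hr, decreased signal indicating inhibition.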
HT1080 IDH1KD tx = qHTS for induction of synthetic lethality in tumor cells producing 2HG: qHTS for the HT-1080-IDH1KD cell line; HT-1080 IDH1 knockdown viability, ATP luminescence, 48 h; Potency, µM (top dose mostly 46.1 µM), for inactives: at the top dose activity, negative = toxicity, usual class: cytotoxic; 360,000 compounds, 2% hits; AID 686971, 2013;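 also: potency is read from the fitted curve at half-maximal effect; 0% = DMSO wells and -100% = cell-free medium wells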
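Cytotoxicity counter-line: IDH1KD HT-1080, 48 h, CellTiter-Glo. Curves classed by r2, magnitude and activity.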
* = called active by the depositor; i = inactive; ? = inconclusive; . = no result given; & = joins results of further samples; [ ] = another dose, or the depositor's remark. Unless noted, calls follow the shape of the dose curve; as a rule, active = well fitted curve in the direction sought with a large enough effect; inconclusive = small, poorly fitted or top-dose-only effect, or another doubt; inactive = no such curve, though single readings can be large; an effect the other way counts as inactive or inconclusive. This is a random part of the collection. About 12% of those tested had a hit in this group.

Fields – KB-3-1 cytotox	D3 antag	KB-V1 cytotox	HT1080-NT tox	GLP-1R agonist	SW480 rereplic	DRD3 agonist	IL1B secr inh	HT1080 IDH1KD tx
COc1ccccc1NS(=O)(=O)c1cc(NC(=O)CCC2CCCC2)ccc1N1CCOCC1
 : 11%	-6	0%	23%	-2%	-17%	2	-5	25%
O=c1nc(-c2ccccc2)n(-c2ccccc2)[nH]1
 : -3%	10	-18%	15%	-5%	-4%	0	5	13%
COc1ccc2nc3cc(Cl)ccc3c(C#N)c2c1
 : 0%	0	11%	8%	14%	21µM*	6	18	9%
CNC(=O)c1c(NC(=O)c2ccc(S(=O)(=O)N3CCCCC3)cc2)sc2c1CCN(C(C)C)C2
 : 6%	-18	1%	-23%	3%	?	-2	33	-25%
C=CCn1c(SCC(=O)NC2CCS(=O)(=O)C2)nc2scc(C3CC3)c2c1=O (stereo not drawn)
 : -5%	7	13%	4%	21%	-2%	1	9	2%
CCCCNCCOCCOc1ccc(F)cc1
 : 4%	-54*	0%	4%	10%	-1%	-21	1	14%
CC(=O)c1cccc(CN2CCC(C(=O)Nc3ccc(Oc4cccnc4)cc3)CC2)c1
 : 0%	12	?	-10%	-1%	2%	-7	i	?
CNCCCCOc1ccc(C(C)(C)C)cc1Cl
 : ?	-50*	?	-23%	7%	-30%[inhibitor]	-17	-55*	-1%
O=C(O)c1ccc(/C=N/Nc2ncc(C(F)(F)F)cc2Cl)cc1
 : 8%	-28	14%	5%	4%	-3%	6	38	9%
CCN(CC)C(=O)c1cccc(-c2csc(C(C)(O)c3ccc(OC)cc3)n2)c1 (stereo not drawn)
 : 12µM*	22	?	5.8µM*	-4%	.	3	4	?
O=C(CCN1CCCO1)NC1CCCc2c1cnn2-c1ccccc1F (stereo not drawn)
 : -1%	6	-1%	-1%	-3%	-14%	6	3	6%
CC(C)N1CCC(N2CCN(Cc3ccc(-c4ccc(Cl)cc4)o3)CC2CCO)CC1 (stereo not drawn)
 : ?	?	-13%	16µM*	-3%	?	-11	-69*	21µM*
CC1=C(C(=O)OCc2ccccc2)C(c2ccc(Cl)cc2Cl)NC(=O)N1CCCCCC(=O)O (stereo not drawn)
 : 9%	-20	12%	1%	-4%	-1%	-2	21	-11%
CCn1c(CS(=O)Cc2ccc(Cl)cc2Cl)nnc1SCc1c(Cl)cccc1Cl (stereo not drawn)
 : -2%	-11	?	11%	-10%	0%	-8	-8	-4%
CCc1nnc(N/N=C/c2cc(C)c(C)cc2C)n1N
 : 13%	-7	0%	-28%	-5%	1%	-7	-13	?
COc1ccnc(Nc2cccc(C)c2)c1C#N
 : -5%	18	-4%	0%	-3%	-2%	1	5	-6%
COc1ccccc1N(CC(=O)Nc1cc(S(=O)(=O)N(C)C)ccc1C)S(=O)(=O)c1cccs1
 : 7%	0	-30%	2%	1%	-2%	0	4	-1%
O=C(c1ccco1)n1nc(-c2ccccc2)nc1SCc1ccccc1
 : -6%	-10	-1%	10%	-9%	5%	-9	7	9%
O=C(CCN1C(=O)COc2ccccc21)NCCN1CCOCC1
 : 2%	9	-12%	-5%	2%	3%	6	10	10%
CCOC(=O)C(NC=O)(NC(C)(C)C)C(=O)OCC
 : 10%	27	0%	4%	-3%	-2%	2	7	5%

The list goes on, starting with the last 2 of the part before.
Fields – KB-3-1 cytotox	D3 antag	KB-V1 cytotox	HT1080-NT tox	GLP-1R agonist	SW480 rereplic	DRD3 agonist	IL1B secr inh	HT1080 IDH1KD tx
O=C(CCN1C(=O)COc2ccccc21)NCCN1CCOCC1
 : 2%	9	-12%	-5%	2%	3%	6	10	10%
CCOC(=O)C(NC=O)(NC(C)(C)C)C(=O)OCC
 : 10%	27	0%	4%	-3%	-2%	2	7	5%
Nc1ccc(-c2nc3ccc(-c4nc5ccccc5o4)cc3[nH]2)cc1
 : -15%	35	0%	-1%	14%	4.5µM*	13	-2	-1%
CC(=O)C1=CCC(c2ccc(C(C)C)cc2)N(S(=O)(=O)c2ccc(C)cc2)C1 (stereo not drawn)
 : -1%	22	-16%	?	7%	.	11	?	?
COc1ccc(C2NC(=O)NC(C)=C2C(=O)OC2CCCCC2)cc1OC (stereo not drawn)
 : 6%	-10	8%	-1%	18%	-9%	-2	-6	8%
CN1CC(=O)N(CC(=O)NCc2ccc3c(c2)OCO3)C1=O
 : -4%	-20	0%	0%	-7%	-2%	-3	6	2%
Clc1cc2cccnc2c2ccccc12
 : -2%	-24	1%	8%	3%	-7%	-3	15	11%
Cc1ccc2[nH]c(=O)c3cc(C(=O)N(C)c4ccc(C)c(C)c4)sc3c2c1
 : 0%	16	-14%	6%	0%	15µM*	4	37	9%
Cc1ccc(Cn2cc(C(=O)c3ccc(F)cc3)c(=O)c3cc4c(cc32)OCCO4)cc1
 : -4%&-13%	21	?	-7%	1%	3%	7&-1	-2	-12%
CCN1C(=O)C(O)(CC(=O)c2c(C)coc2C)c2ccccc21 (stereo not drawn)
 : 17%	-8	-12%	19%	1%	4%	-2	-9	7%
CCOC(=O)C1=C(CS(=O)(=O)c2ccccc2)NC(=O)NC1c1cccc(OC)c1 (stereo not drawn)
 : -18%	-10	-2%	-2%	4%	14%	-6	-3	5%
OCCn1c(SC2CCCCC2)nc2ccccc21
 : 13%	-22	-2%	-5%	13%	-9%	1	-11	-4%
CCN(CC)c1ccc(NC(=O)c2cc(Cl)ccc2OC)cc1
 : -24%	-11	?	?	10%	-2%	-1	-14	21µM*
CC1C(=O)C(C)(C)C(=O)OC1c1ccccc1 (stereo not drawn)
 : 0%	-16	0%	2%	-1%	-12%	1	-9	1%
FC(F)(F)c1ccccc1Cc1c(-c2ccco2)nc2ccc(Br)cn12
 : -2%	0	0%	?	7%	.	-14	-28	?
C[C@@]12CC(=O)NC1N(C(=O)c1ccccc1)C(c1ccccc1OC(=O)c1ccccc1)C2 (stereo partly drawn)
 : -2%	6	3%	-3%	7%	12%	0	9	-18%
O=C(c1ccccc1)C1CCc2occc2C1=O (stereo not drawn)
 : 20%	-5	19%	10%	-6%	-9%	-9	-5	0%
COc1cccc(CN2CC(C(=O)N3CCCO3)CCC2=O)c1 (stereo not drawn)
 : -2%	5	-11%	1%	-4%	27%	1	17	12%
CCOC(=O)N1CCN(C(=O)C2CCCN(S(=O)(=O)c3ccc(C)cc3)C2)CC1 (stereo not drawn)
 : 3%	-4	3.7µM*	12%	-14%	-6%	4	18	0%
CC(=O)CCc1oc2ccc(NC(C)=O)cc2c1-c1ccc(C)o1
 : 12%	14	-4%	-13%	7%	0%	4	-13	-11%
COc1cc([C@@H]2OC[C@@H]3[C@H]2CO[C@@H]3c2ccc3c(c2)OCO3)ccc1O
 : 5%	6	-5%	-4%	3%	-5%	3	15	0%
CCCNC(=O)NC1CCCc2ccccc21 (stereo not drawn)
 : -4%	-4	?	5%	4%	-16%	1	5	1%
N#Cc1nnn2c1nc(N)c1c(F)cccc12
 : ?	-23	2.9µM*	7%	8%	-2%	-9	20	16%
O=C(Nc1nc2c(s1)CCc1ccccc1-2)c1cccs1
 : ?	-9	?	?	-9%	6%	-7	?	?
Cc1ccc(Cc2c(-c3ccc(C)cc3)nc3c4ccccc4ccn23)cc1
 : -3%	-2	3%	-3%	2%	.	-4	28	3%
O=C(COC(=O)CSc1ccc([N+](=O)[O-])cc1)NCCc1ccccc1
 : 2%	0	29%	11%	-6%	-4%	4	-3	19%
CCOc1ccc2cc(S(=O)(=O)N3CCCCC3)ccc2c1
 : -10%	-16	-13%	-17%	19%	3%	-2	8	-2%
CCOC(=O)CN1C(=O)S/C(=C/C=C/c2ccc(N(C)C)cc2)C1=O
 : -2%	-1	-2%	2%	8%	11%	-1	6	4%
Cc1ccc(C23CC4CC(CC(C(=O)NCC(=O)O)(C4)C2)C3)cc1
 : 15%	-5	-2%	0%	-2%	-37%[inhibitor]	-6	-2	-1%
Cc1cc(C)c(C#N)c(N2CCCC2)n1
 : 0%	6	4%	6%	3%	-5%	14	17	11%
COc1ccccc1CN1C(=O)CN(C2CCCCCC2)C(=O)C1c1ccc(F)cc1 (stereo not drawn)
 : -6%	-5	-14%	4%	4%	?	8&5	-21	?
COc1ccc(-c2c(C(=O)c3ccccc3)[nH]c(N)c2C(N)=O)cc1OC
 : ?	16	11%	5%	-5%	.	0	-10	-1%
CSc1nsc(SC)c1NC(=O)Nc1ccccn1
 : 2%	-16	15µM*	-25%	5%	2%	0	1	?
CCOC(=O)C1CCCN(C(=O)c2ccc(NC(=O)CC3SC(N4CCCC4)=NC3=O)cc2)C1 (stereo not drawn)
 : 9%	8	12%	1%	16%	0%	-3	25	8%
COc1ccc(NC(=O)CC2C(=O)N(c3ccccc3)C(=O)N2CCc2cccs2)cc1 (stereo not drawn)
 : -8%	23	-18%	-5%	3%	-5%	-8	-29	1%
CC1=C(C(=O)Nc2cc(Cl)ccc2C)C(c2ccccc2F)n2ncnc2N1 (stereo not drawn)
 : 12%	.	18µM*	.	-3%	.	7	.	.
Cn1c(=O)c2c(nc3n2CC(COc2ccc(Cl)cc2)O3)n(C)c1=O (stereo not drawn)
 : -8%	-20	-22%	4%	9%	?	12	36	7%
